E coli Lon inh = inhibitors of E. coli Lon protease. P0A9M0. purified E. coli Lon protease, fluorescence polarization. inhibition, % at 7.94 µM. 360,000 compounds, 0.42% hits. AID 602123; in the data active = inhibition above about 13%, passing the limit was not always enough;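 note: 0% = enzyme with probe and DMSO and 100% = no enzyme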
FAS-TE inh = blocks the thioesterase domain of human fatty acid synthase; P49327; recombinant FAS-TE, OMFH fluorogenic substrate, fluorescence endpoint; inhibition, % at 15 µM; 360,000 compounds, 0.67% hits; AID 602261;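 active = compounds whose normalised, plate-corrected inhibition of enzyme fluorescence in the single-dose primary screen is 50% or more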;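 note: 0% = DMSO with enzyme and 100% = substrate without enzyme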
CendR NRP1 mod = alters CendR peptide binding to human NRP-1; AID 602438; O14786; FAM-RPARPAR peptide binding to NRP-1, fluorescence polarization; 360,000 compounds, 0.85% hits; inhibition, % at 25 µM;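 active = inhibition or corrected inhibition above about 18%, plus a signal ratio from 0.5 to 1.5, limit read from the data, passing the limit was not always enough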; note: strong numbers were not always called active
Rin1-Abl PPI inh = human Rin1-Abl interaction inhibition; 360,000 compounds, 0.4% hits; AID 588664; P00519+Q13671; inhibition, % at 7.35 µM; TR-FRET Rin1/Abl binding, biochemical; in the data active = inhibition above about 5%, passing the limit was not always enough
MsrA inhibitor = bovine MsrA inhibition | purified bovine MsrA, absorbance read-out | inhibition, % at 15.5 µM | 360,000 compounds, 0.75% hits | AID 651718; in the data active = inhibition above about 4.5%;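 note: 0% = vehicle wells with enzyme and 100% = reference inhibitor wells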
bovine MsrA act = bovine methionine sulfoxide reductase A activation. purified bovine MsrA, absorbance read-out. activation, % at 10.6 µM. AID 602163. 360,000 compounds, 0.3% hits; in the data active = activation above about 7.5%;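 note: 0% = vehicle and 100% = reference activator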
Neddylation inh = blocks human cullin neddylation. TR-FRET cullin neddylation, biochemical. calls only at 25 µM. 360,000 compounds, 0.58% hits. P61081+Q13564; in the data active = inhibition above about 36%
Target sequence (P61081 whole entry, looked up): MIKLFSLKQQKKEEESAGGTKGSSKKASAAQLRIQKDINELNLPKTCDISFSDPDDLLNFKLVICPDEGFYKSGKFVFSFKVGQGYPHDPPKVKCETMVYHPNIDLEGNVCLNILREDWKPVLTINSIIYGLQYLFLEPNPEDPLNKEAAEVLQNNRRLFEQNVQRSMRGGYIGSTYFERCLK
Target sequence (Q13564 whole entry, looked up): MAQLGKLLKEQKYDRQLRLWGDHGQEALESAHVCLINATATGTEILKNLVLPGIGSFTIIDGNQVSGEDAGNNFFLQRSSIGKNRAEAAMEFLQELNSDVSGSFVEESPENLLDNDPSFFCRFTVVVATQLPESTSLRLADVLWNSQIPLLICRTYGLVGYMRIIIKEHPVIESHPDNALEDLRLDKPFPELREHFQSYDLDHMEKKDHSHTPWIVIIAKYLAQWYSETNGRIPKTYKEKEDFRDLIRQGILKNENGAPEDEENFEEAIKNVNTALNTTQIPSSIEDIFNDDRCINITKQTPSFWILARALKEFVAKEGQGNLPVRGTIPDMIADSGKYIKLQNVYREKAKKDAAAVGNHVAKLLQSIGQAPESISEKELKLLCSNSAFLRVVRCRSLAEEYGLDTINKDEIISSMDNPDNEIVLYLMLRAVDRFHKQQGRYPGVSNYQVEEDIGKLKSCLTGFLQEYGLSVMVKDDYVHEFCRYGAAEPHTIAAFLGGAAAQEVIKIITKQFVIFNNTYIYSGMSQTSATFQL
SKN-1 block = blocks SKN-1 activity in C. elegans | C. elegans VP596 Pgst-4::GFP/RFP ratio, acrylamide-induced, 24 h | inhibition, % at 21.8 µM | 360,000 compounds, 0.49% hits;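 active = interference check ratio from 0.5 to 1.5 plus GFP to RFP signal ratio inhibition reaching or exceeding a fixed threshold, cut at about 30% in these data, passing the limit was not always enough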; note: some compounds called inactive have numbers as strong as hits
MT1-MMP act inh = inhibitors of human MT1-MMP activation; P50281; HT1080 RFP-PRO-GFP cells, GFP/RFP ratio fluorescence, overnight; percent of plate control window, DMSO zero; GFP/RFP ratio change, % at 20 µM; 360,000 compounds, 0.061% hits;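 active = GFP/RFP ratio change of at least 30% with cell ATP level not reduced by more than half and red fluorescence within 50% of control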; note: strong numbers were not always called active
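Assay system: RFP-PRO-GFP reporter HT1080 cells; read-out basis: GFP/RFP fluorescence ratio; benchmarks: DMSO wells and RFP-L50D-GFP cells; doses: 20 µM single dose, 1% DMSO; schedule: overnight cell settling, then overnight compound exposure, 37 °C, 5% CO2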
The depositor's hits bear a star; i = inactive; . = not tested or not shown; + = active, no number.

SMILES	E coli Lon inh	FAS-TE inh	CendR NRP1 mod	Rin1-Abl PPI inh	MsrA inhibitor	bovine MsrA act	Neddylation inh	SKN-1 block	MT1-MMP act inh
CC(C)(C)NC(=S)N/N=C\c1ccc(-c2ccc([N+](=O)[O-])cc2)o1	-70	37	-86	2	-0.4	-3	i	10	-65
CC(NC(=O)Nc1ccc(F)cc1)c1ccc2c(c1)OCO2 (stereo not drawn)	-7	-2	7	-1	0.1	-2	i	9	1
O=C1C(=Cc2cn(-c3ccccc3)nc2-c2ccc(OCc3ccccc3F)cc2)SC(=S)N1CCS(=O)(=O)O	-17	42	-136	-1	0.7	-9	i	0	1
O=C(Nc1cc(S(=O)(=O)N2CCCC2)ccc1OCC(F)(F)F)c1ccncc1	-1	-4	0	3	0.3	0	i	-10	3
CCCc1cc(=O)oc2cc(C)cc(OC(C)C(=O)NCC3CCC(C(=O)O)CC3)c12 (stereo not drawn)	0	-5	13	-1	0.7	-3	.	12	4
O=C(CCN1C(=O)C2C3C=CC(C3)C2C1=O)Oc1ccc2ccccc2c1 (stereo not drawn)	-1	4	2	1	-1.1	-3	i	4	1
CC(Nc1ccc(Br)cc1)C(=O)NC(=O)NC1CCCCC1 (stereo not drawn)	5	22	4	-4	0.1	0	i	2	4
CC(C)c1nc(SCC(=O)Nc2c[nH]c(=O)[nH]c2=O)c2cnn(-c3ccccc3)c2n1	2	-2	-1	2	1.0	-8	i	7	-8
CCC(C)(NC(=O)c1ccccn1)C(=O)NC1CCCCC1 (stereo not drawn)	-4	-6	2	-2	-0.2	-4	i	-13	0
C#CCn1c(=NC(=O)c2cccs2)sc2cccc(OCC)c21	-4	12	-4	-3	0.6	-4	i	-3	6
COc1cc2ccccc2cc1C(=O)Nc1ccc2oc(=O)ccc2c1	5	2	6	-1	-1.2	-5	i	9	5
COc1ccc(S(=O)(=O)N2CN(Cc3ccco3)c3nc4ccccc4nc32)cc1	28*	6	-41	4	0.6	-11	i	16	-30
CCOCCn1c(C)c(C(=O)OCC)c2cc(O)c3ccccc3c21	-2	1	-4	1	0.6	-2	i	-11	2
CCOc1cc2c(cc1OCC)C(c1ccccc1OC)OC(=O)C2 (stereo not drawn)	-2	-14	-1	-1	-0.3	-8	i	-8	1
Cc1ccc(S(=O)(=O)CC(=O)Nc2ncc([N+](=O)[O-])s2)cc1	5	7	4	-2	0.8	-3	i	-13	2
CC(C)C(c1nnnn1Cc1ccc(F)cc1)N1CCN(Cc2ccc3c(c2)OCO3)CC1 (stereo not drawn)	0	14	2	3	-0.1	-5	i	16	1
N#Cc1nc(-c2cccs2)oc1N1CCN(Cc2ccccc2)CC1	0	26	4	-3	1.6	-2	.	3	0
Cc1ccc(S(=O)(=O)NNC(=O)C2CCN(S(=O)(=O)c3ccc(C)cc3)CC2)cc1	3	-3	-2	2	1.4	-4	i	-24	1
CN(C)S(=O)(=O)c1ccc(Cl)c(C(=O)Nc2nc3ccccc3[nH]2)c1	-8	4	6	5	3.2	-4	i	-2	-1
CN(C)c1ccc(/C=C/C(=O)c2ccc(O)cc2)cc1	i	-12	140	-8	3.3	-3	i	16	-121
CC1CCN(C(=O)c2[nH]cnc2C(=O)N[C@@H](C)c2ccccc2)CC1	-8	-9	-8	-3	-0.6	-8	i	-7	1
CC(C)CN1C(=O)C(=O)N(CC(=O)Nc2cc(Cl)ccc2Oc2ccccc2)C1=O	1	30	2	-1	-0.3	4	i	4	-1
O=C(COc1ccc2c3c(c(=O)oc2c1)CCCC3)NCCCN1CCOCC1	-3	1	13	1	2.7	-13	+	9	4
CC(=O)N1N=C(c2cccs2)CC1c1ccc(Br)cc1 (stereo not drawn)	-6	5	-7	2	-1.0	3	i	20	1
CSc1ncccc1C(=O)NCC1CCCCC1	-1	-4	-3	1	-1.5	-3	i	-3	2

Further structures.
SMILES	E coli Lon inh	FAS-TE inh	CendR NRP1 mod	Rin1-Abl PPI inh	MsrA inhibitor	bovine MsrA act	Neddylation inh	SKN-1 block	MT1-MMP act inh
Cc1ccccc1NC1=C(Cl)C(=O)OC1OC(C)C (stereo not drawn)	7	-5	-6	0	0.4	-2	i	21	-1
CCN(CC)C(=O)CN1C(=O)C2(OCC(C)(c3ccccc3)CO2)c2ccccc21 (stereo not drawn)	-2	14	19	-3	-0.2	-10	i	7	5
Cc1c(C2Nc3ccccc3C(=O)N2O)cnn1C (stereo not drawn)	-2	-2	14	4	1.5	1	i	-14	3
COc1cccc(CNC(=O)CSc2nnc3c(n2)[nH]c2ccccc23)c1	0	-6	0	-2	0.2	-5	i	-3	4
CCN(CC)CCn1c(=N)n(CC(O)COc2cccc(C)c2)c2ccccc21 (stereo not drawn)	4	1	6	-1	0.6	-2	i	7	3
Cn1c(=O)n(C)c2cc(C(=O)O)ccc21	-6	-5	6	-2	1.2	-3	i	9	9
O=C(CNC(=S)N(Cc1ccccc1)Cc1cccnc1)NCCc1ccccc1	-2	-2	6	0	0.1	-2	i	-1	10
COc1ccccc1CC(=O)NNS(=O)(=O)c1cccc([N+](=O)[O-])c1	0	0	14	0	0.4	3	i	6	1
COc1ccc(NC(=O)c2c[nH]n3c(=O)cc(C4CCN(C(=O)OC(C)(C)C)CC4)nc23)cc1Cl	-3	30	-8	0	0.6	-3	i	-4	0
CCOC(=O)CSc1ccc(S(=O)(=O)N(CC)CC)cc1[N+](=O)[O-]	9	1	9	0	0.3	0	i	-7	4
NS(=O)(=O)c1ccc(Cl)cc1[N+](=O)[O-]	10	-4	3	1	-0.2	1	i	11	6
C/C(=N\OCC(=O)Nn1c(C)nc2ccccc2c1=O)c1cccs1	-3	-5	-6	1	-0.9	-2	i	1	2
Cc1ccc(CS(=O)Cc2ccc(C(=O)NCCCc3ccccc3)o2)cc1 (stereo not drawn)	-5	-3	-5	5	-1.1	-9	i	7	-2
COc1ccc(S(=O)(=O)c2ccccc2)cc1NS(=O)(=O)c1cccc(C(=O)O)c1	-17	-2	-6	-1	-1.9	-2	i	-6	-2
CCOC(=O)[C@H]1[C@H]2COc3ccc(Cl)cc3[C@@H]2N2C(=O)c3cc(C)ccc3NC(=O)[C@@]12C	5	11	11	3	-0.5	-3	i	8	-9
COC(=O)[C@H](CCSC)NC(=O)Cn1cnc2c(NCc3ccccc3)ncnc21	-10	-8	4	-4	0.5	-4	i	3	2
C[C@@H]1CN([C@@H](C)CO)C(=O)CCCn2nncc2CO[C@@H]1CN(C)S(=O)(=O)c1ccc(Cl)cc1	4	-7	2	1	-0.5	-1	i	0	1
CCOC(=O)C(=O)Nc1nc(-c2ccc3c(c2)CCN3C(=O)C2CC2)c(C)s1	-2	-6	-2	-5	0.0	-3	i	16	1
Cc1nc2ccc(C(=O)Nc3cccc(NS(C)(=O)=O)c3)cn2c1N(C)C(=O)CCc1ccccc1	7	-6	12	-5	1.4	-5	i	3	-1
Cc1cc(C)c(S(=O)(=O)NC2CC(C)(C)NC(C)(C)C2)cc1Br	3	-5	5	-4	-0.6	-3	i	14	-3
COc1ccc(C(=O)NCC(=O)OCC(=O)NC(=O)c2ccc(C(C)(C)C)cc2)cc1OC	3	-6	-4	2	-0.4	-11	i	-1	12
CC(Sc1nnc(-c2ccc(OC(F)F)cc2)n1N)C(=O)NCC1CCCO1 (stereo not drawn)	-20	-4	-4	4	-1.2	-1	i	1	1
CN(Cc1ccccc1)C(=O)c1[nH]cnc1C(=O)N[C@@H](CCCCNC(=O)OC(C)(C)C)C(=O)OC(C)(C)C	-9	11	-6	6	.	4	i	-17	0
O=S(=O)(/N=C(/c1ccccc1)N1CCCCCC1)c1ccccc1	-6	3	7	-1	1.6	-8	i	7	0
CSCCC(NC(=O)/C(=C/c1ccco1)NC(=O)c1ccco1)C(=O)O (stereo not drawn)	1	-6	-28	-1	0.6	-5	i	0	-3

An excerpt of these results, with each value named:
Cc1cc(C)c(S(=O)(=O)NC2CC(C)(C)NC(C)(C)C2)cc1Br
  E coli Lon inh = 3 | FAS-TE inh = -5 | CendR NRP1 mod = 5 | Rin1-Abl PPI inh = -4 | MsrA inhibitor = -0.6 | bovine MsrA act = -3 | Neddylation inh = i | SKN-1 block = 14 | MT1-MMP act inh = -3
CC(Sc1nnc(-c2ccc(OC(F)F)cc2)n1N)C(=O)NCC1CCCO1 (stereo not drawn)
  E coli Lon inh = -20 | FAS-TE inh = -4 | CendR NRP1 mod = -4 | Rin1-Abl PPI inh = 4 | MsrA inhibitor = -1.2 | bovine MsrA act = -1 | Neddylation inh = i | SKN-1 block = 1 | MT1-MMP act inh = 1
O=C(CNC(=S)N(Cc1ccccc1)Cc1cccnc1)NCCc1ccccc1
  E coli Lon inh = -2 | FAS-TE inh = -2 | CendR NRP1 mod = 6 | Rin1-Abl PPI inh = 0 | MsrA inhibitor = 0.1 | bovine MsrA act = -2 | Neddylation inh = i | SKN-1 block = -1 | MT1-MMP act inh = 10

Additional structures
SMILES	E coli Lon inh	FAS-TE inh	CendR NRP1 mod	Rin1-Abl PPI inh	MsrA inhibitor	bovine MsrA act	Neddylation inh	SKN-1 block	MT1-MMP act inh
Cc1ccc(CSCC(=O)Nc2ccccc2)cc1	1	-2	4	2	-0.5	-2	i	25	1
CCOC(=O)CCNC(=O)N1CCCC(CNS(=O)(=O)c2cccs2)C1 (stereo not drawn)	-2	-6	9	2	-0.3	-5	i	-3	3
O=C(NCCc1ccncc1)c1ccccc1F	2	-2	-10	-2	-0.3	-4	i	0	1
O=C(NCc1cccnc1)NC(=O)c1ccc(Cl)cc1	-10	-5	9	0	-0.6	-2	i	-16	1
CCOc1ccc(N(C(C)C(=O)NC(C)CC)S(C)(=O)=O)cc1 (stereo not drawn)	-3	-7	-10	-3	-1.0	-3	i	-18	-1
O=C(Oc1c(Cl)cc(Cl)c2cccnc12)c1cccc([N+](=O)[O-])c1	13	36	-5	0	.	-3	i	-9	7
CNC[C@@H]1Oc2c(NC(=O)Nc3ccc(F)cc3)cccc2C(=O)N([C@H](C)CO)C[C@@H]1C	-27	-8	-32	1	-0.4	0	i	-2	-3
CCN(CC)C(=O)c1[nH]cnc1C(=O)N[C@@H](CC(C)C)C(=O)OCc1ccccc1	-24	-9	15	4	-0.2	-2	i	-6	-4
COc1cccc2sc3cc(C#Cc4ccccn4)ccc3c(=O)c12	2	8	-2	-6	1.4	-13	i	3	2
O=C([C@H](Cc1ccccc1)NS(=O)(=O)c1ccc(Cl)cc1)N1CC[C@@]2(O)CCCC[C@H]2C1	-4	0	11	-4	-0.2	-2	i	0	-1
Cc1cc(C)n(Cc2nc3ccccc3n2C)n1	-2	-6	-2	-2	0.6	-1	i	-29	-3
COc1ccc(CC(=O)Nc2cc(C)ccn2)cc1	-2	-5	-1	-2	-0.9	-2	i	1	-5
O=C(Nc1nc(=O)c2ccccc2s1)c1ccc(Cl)cc1	-2	0	2	3	1.3	-5	i	-5	2
O=C(NO)C1CC2C=CC1C2 (stereo not drawn)	-3	-6	-7	0	0.4	-2	i	10	0
Cc1cc(=O)n2c(ccc3ccccc32)c1C#N	-2	3	-22	4	-0.1	1	i	17	-4
COc1ccc(Cc2c(-c3ccc(C)cc3)nc3c4ccccc4ccn23)c(C)c1	-6	8	-14	4	0.3	-3	i	11	-4
CCC(=O)N(C(=O)CC)N1CCN(c2ccncc2S(=O)(=O)N2CCCCC2)CC1	6	3	14	6	0.4	-4	i	-11	1
Cc1cc(C(C)(C)C)cc(S(=O)(=O)NCCc2ccncc2)c1C	-4	-3	-5	2	-0.4	-1	i	12	-2
CCOC(=O)CN1C=C(c2ccc3ccccc3n2)C(C[N+](=O)[O-])c2ccccc21 (stereo not drawn)	115*	-90	128	-16	.	6	i	-14	-238
O=C(Nc1ccccc1C(=O)N/N=C/c1ccc(O)cc1)c1ccccc1	1	5	-4	-3	2.7	-5	i	4	3
COC(=O)C1=NN(c2ccccc2OC)C2C(=O)N(c3ccccc3OC)C(=O)C12 (stereo not drawn)	5	-3	-3	0	4.4	-8	i	11	-6
